# Bioassay records from PubChem BioAssay.
# Tb hexokinase: Trypanosoma brucei hexokinase 1 inhibitors, primary screen, biochemical, G6PDH-coupled NADH absorbance, MLSCN library; hexokinase 1 [Trypanosoma brucei]; recombinant TbHK1, G6PDH-coupled NADH A340; inhibition, % at 10 µM; 220,000 tested, 0.11% active; AID 1430, 2008;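 active means inhibition of 50% or more in the single-dose primary screen; inactive means inhibition below 50%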
# EBV gp42 block: Epstein-Barr virus gp42 inhibitors, primary screen, biochemical, uHTS, fluorescence polarization. Glycoprotein 42 (Epstein-Barr virus (strain AG876)), Q1HVG2. Fluorescence polarization binding assay, mP read-out. inhibition, % (tested at 21.74 µM). 220,000 tested, 0.42% active. AID 1085, 2008; in the data active means inhibition above about 50%
# Target sequence (Q1HVG2 whole entry, looked up): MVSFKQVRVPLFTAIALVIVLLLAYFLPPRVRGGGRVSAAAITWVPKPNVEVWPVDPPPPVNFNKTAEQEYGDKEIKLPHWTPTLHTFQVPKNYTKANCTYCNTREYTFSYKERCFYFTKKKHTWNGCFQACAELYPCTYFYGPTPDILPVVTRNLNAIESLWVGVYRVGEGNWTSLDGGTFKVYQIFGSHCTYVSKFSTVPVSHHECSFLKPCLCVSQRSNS
# RBBP9 inhibitor: human RBBP9 inhibitors, primary screen, biochemical, fluorescence polarization, FP-Rh probe, HTS. Serine hydrolase RBBP9 (Homo sapiens), O75884. inhibition, % at 7.94 µM. 220,000 tested, 0.2% active. recombinant RBBP9;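 active means inhibition above the campaign mean of all tested compounds plus 3 SD, cut at about 14% in these data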;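 further: plate controls were DMSO wells with RBBP9 for no effect and wells lacking RBBP9 protein for full effect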
# Target sequence (O75884 whole entry, looked up): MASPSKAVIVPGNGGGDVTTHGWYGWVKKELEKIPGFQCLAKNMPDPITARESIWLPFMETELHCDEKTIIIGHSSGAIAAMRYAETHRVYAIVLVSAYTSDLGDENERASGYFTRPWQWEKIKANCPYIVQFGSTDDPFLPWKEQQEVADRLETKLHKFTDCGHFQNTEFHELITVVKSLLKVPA
#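 Assay system: recombinant human RBBP9; Reagent: Serine-hydrolase probe FP-Rh, 375 nM pre-mixing; Doses: 7.94 µM single dose, 0.794% DMSO; Incubation: 30 min then 45 min, 25 °C; Detection: fluorescence polarization (mP), excitation 525 nm, emission 598 nm; Evaluation: percent inhibition from mP, scaled between DMSO and no-protein wells.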
# Calpain2 inh: inhibitors of pig calpain II, primary screen, biochemical, fluorogenic peptide substrate, 1536-well. purified calpain II, 30 min. inhibition, % at 16 µM. 220,000 tested, 0.37% active. AID 1236, 2008;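 active means inhibition above about 50%, limit read from the data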
# p47phox inh: p47phox/p22phox peptide binding inhibitors, primary screen, biochemical, uHTS, NADPH oxidase regulatory subunit. fluorescence polarization, 2 h. AID 1274, 2008. inhibition, % at 24.7 µM. 220,000 tested, 0.53% active. Neutrophil cytosol factor 1 (Homo sapiens), P14598;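 active means inhibition above about 30%, limit read from the data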;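 further: 0% = p47phox with labelled peptide and 100% = labelled peptide alone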
# Target sequence (P14598 whole entry, looked up): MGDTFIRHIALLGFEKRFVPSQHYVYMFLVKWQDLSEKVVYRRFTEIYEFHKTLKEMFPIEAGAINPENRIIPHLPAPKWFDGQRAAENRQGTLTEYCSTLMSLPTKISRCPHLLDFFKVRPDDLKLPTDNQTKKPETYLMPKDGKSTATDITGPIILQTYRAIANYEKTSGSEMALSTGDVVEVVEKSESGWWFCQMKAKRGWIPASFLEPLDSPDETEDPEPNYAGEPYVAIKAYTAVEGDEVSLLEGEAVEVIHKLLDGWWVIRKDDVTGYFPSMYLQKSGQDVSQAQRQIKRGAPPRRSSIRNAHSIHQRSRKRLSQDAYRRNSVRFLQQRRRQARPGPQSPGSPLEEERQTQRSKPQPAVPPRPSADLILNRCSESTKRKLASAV
# Runt-CBFb FRET: inhibitors of RUNX1 Runt–CBFb binding, primary screen, biochemical, FRET, Cerulean-Runt, Venus-CBFb, uHTS; Runt-related transcription factor 1 (Homo sapiens) + Core-binding factor subunit beta …; Cerulean-Runt/Venus-CBFb FRET ratio 530/480, 1 h; inhibition, % at 20 µM; 220,000 tested, 0.46% active; AID 1496, 2009;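 active means inhibition over about 50% at 20 µM in the single-dose screen, limit read from the data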;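 further: 0% = DMSO wells and 100% = excess unlabeled CBFb competitor control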
#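 Schedule: protein complex preformed 1 h, compound exposure 1 h, room temperature, dark; test system: Cerulean-labeled Runt domain protein; amount: 100 nM per protein; buffer or medium: Tris 50 mM pH 7.5, KCl, K2SO4, 0.01% BSA; read-out: loss of energy transfer signal; detection: FRET fluorescence; controls: 5 µM unlabeled CBFb as full-inhibition high control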
# Runt-SMMHC FRET: inhibitors of RUNX1 Runt–CBFb-SMMHC binding, primary screen, biochemical, FRET, Cerulean-Runt, Venus-CBFb-SMMHC, uHTS | inhibition, % at 20 µM | 220,000 tested, 0.74% active | Runt-related transcription factor 1 (Homo sapiens) + Core-binding factor subunit beta … | Cerulean-Runt/Venus-CBFb-SMMHC FRET ratio 530/480, 1 h;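 active means mean inhibition across duplicate retests at 20 µM reaching about 50%, limit read from the data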;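 further: 0% = DMSO wells and 100% = wells with excess untagged CBFb-SMMHC; inhibitors lower the FRET ratio by blocking Runt binding to CBFb-SMMHC; some results filed as inactive read as strong as hits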
# p97 inhibitor: inhibitors of human p97 ATPase, primary screen, biochemical; Transitional endoplasmic reticulum ATPase (Homo sapiens), P55072; recombinant p97 ATPase, Kinase-Glo ATP luminescence, 3 h; inhibition, % at 8 µM; 220,000 tested, 0.42% active; AID 1481, 2009; in the data active means inhibition above about 15%;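 further: 0% = DMSO vehicle and 100% = wells lacking enzyme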
# Furin inhibitor: human furin inhibitors, primary screen, biochemical, fluorescence intensity. P09958. purified furin, fluorogenic substrate cleavage. inhibition, % at 30 µM. 220,000 tested, 0.061% active. AID 463115, 2010; in the data active means inhibition above about 25%; further: inactives centre near -15
# The depositor's hits bear a star; i = inactive; . = no result given; [ ] = remark or other dose.
Tb hexokinase	EBV gp42 block	RBBP9 inhibitor	Calpain2 inh	p47phox inh	Runt-CBFb FRET	Runt-SMMHC FRET	p97 inhibitor	Furin inhibitor	compound
0	-23	-1	3	-8	3	-2	-3	-22[20 µM]	CCN1CCN(Cc2cccc(Oc3ccc(Cl)cc3)c2)CC1
1	-17	0	-30	-16	1	5	4	-7[20 µM]	O=C(C=C1CCN(c2ncc(C(F)(F)F)cc2Cl)CC1)NNC(=O)Nc1ccccc1
-2	-16	3	-24	-3	1	-4	5	-8	CN(C)C(=O)N1CCC(C(=O)NCc2ccc(F)cc2Cl)CC1
-7	-4	0	2	-7	-12	-20	-4	-17	Cc1nn(-c2ccccc2)c2[nH]c(=O)c(CNCC3CCCO3)cc12 (stereo not given)
3	-18	-8	12	-12	0	-3	4	-17[20 µM]	O=C(Cc1cccc2ccccc12)NNC(=O)Nc1cccc(Cl)c1
-1	-13	-2	16	-12	-1	1	2	-33	O=C(COc1cccnc1[N+](=O)[O-])Nc1ccc2c(c1)OC(F)(F)O2
3	155*	-6	-52	-70	-72	-54	3	-24	CC1=CC(=C(C#N)c2nc3ccccc3s2)C=C(C)N1CC1CCCO1 (stereo not given)
-7	2	0	-5	4	-2	0	7	-22	CCC(=O)N1CCN(c2ccc(NC(=O)COc3ccccc3[N+](=O)[O-])cc2)CC1

# In a second layout: 3 of the compounds above
structure	Tb hexokinase	EBV gp42 block	RBBP9 inhibitor	Calpain2 inh	p47phox inh	Runt-CBFb FRET	Runt-SMMHC FRET	p97 inhibitor	Furin inhibitor
O=C(COc1cccnc1[N+](=O)[O-])Nc1ccc2c(c1)OC(F)(F)O2	-1	-13	-2	16	-12	-1	1	2	-33
Cc1nn(-c2ccccc2)c2[nH]c(=O)c(CNCC3CCCO3)cc12 (stereo not given)	-7	-4	0	2	-7	-12	-20	-4	-17
O=C(C=C1CCN(c2ncc(C(F)(F)F)cc2Cl)CC1)NNC(=O)Nc1ccccc1	1	-17	0	-30	-16	1	5	4	-7[20 µM]

# The listing continues.
Tb hexokinase	EBV gp42 block	RBBP9 inhibitor	Calpain2 inh	p47phox inh	Runt-CBFb FRET	Runt-SMMHC FRET	p97 inhibitor	Furin inhibitor	compound
-8	5	0	19	-5	3	2	-2	-18[20 µM]	Cc1ccc(OCc2nc(-c3ccccn3)no2)cc1
5	-13	0	15	-4	0	1	-2	-9	CCOC(=O)C1(Cc2ccccc2)CCN(Cc2cnn(-c3ccccc3)c2)CC1
-2	-12	-9	-15	-6	.	.	-2	-19	COc1ccc(C(C(=O)NC2CCCCC2)N(C(=O)c2ccccn2)c2cccnc2)cc1 (stereo not given)
6	-4	3	17	-15	-4	-49	5	-26	CC(=O)Nc1ccc(S(=O)(=O)NC(CC(=O)N(C)Cc2ccccc2)C(C)C)cc1 (stereo not given)
31	-319	10	16	-32	-5	-27	-1	23	N#C/C(=C/c1ccc(N2CCOCC2)o1)C(=O)N1CCOCC1
2	-14	5	-14	-1	-22	-3	0	5	O=C(c1ccco1)N1CCN(C/C=C/c2ccccc2)CC1
3	-10	0	-6	-13	1	0	8	19[20 µM]	Cc1cccc(C)c1NC(=O)Cn1cnc2c(=O)n(C)c(=O)n(C)c21
0	-3	-5	i	1	30	92*	3	-18	CCCCN1C=C(C(=O)OC)C(c2ccccc2Cl)C(C(=O)OC)=C1
-13	-4	-9	-66	-20	-8	-2	2	-2[20 µM]	CC(NC(=O)c1cn(C)c2ccc(S(=O)(=O)N3CCCC3)cc2c1=O)c1ccc2c(c1)OCCO2 (stereo not given)
9	-16	-7	-8	-4	.	.	-1	2	Cc1cccc(-n2nnnc2SCn2nnc3ccccc3c2=O)c1
-15	-8	0	21	4	-1	-2	0	-3	C/C(=N/NC(=O)c1ccoc1C)c1ccc(NC(=O)c2ccncc2)cc1
-10	-154	-5	-7	-26	-11	-26	3	21	CCOC(=O)NC(=O)/C(C#N)=C/c1ccc(N(C)C)cc1
0	-5	-6	-4	-4	-1	-7	-4	-12	Cc1ccc(C(=O)COC(=O)CCc2ccc(S(=O)(=O)N3CCCCC3)cc2)cc1
-10	2	-4	-40	-6	-3	5	-1	-24[20 µM]	CCNC(=S)N/N=C/c1cc(Br)cc(Br)c1OC
-2	-16	-11	-3	-4	-4	-1	-9	-5[20 µM]	O=C(Nc1cccnc1Cl)C1c2ccccc2Oc2ccccc21
12	-9	0	5	-9	-2	0	-2	-19	C#CC[N+](C)(C)CCCCCCCCCCCC
-6	-16	0	-5	4	0	2	0	-37[20 µM]	C=CCn1c(SCC(=O)C(C)(C)C)nnc1-c1ccccn1
-7	-1	6	-9	4	1	-12	3	0[20 µM]	O=C(NCC1CCCO1)/C(=C\c1ccco1)NC(=O)c1ccccc1 (stereo not given)
-2	2	0	-26	-3	.	.	4	-24	CC(C)(C)Nc1nc(Cl)nc(N(C#N)CN2C(=O)c3ccccc3S2(=O)=O)n1
5	-3	-12	10	8	.	.	2	-22	Cc1ccccc1C(=O)NC1CC(C)(C)NC(C)(C)C1
0	-9	-12	1	-15	-2	2	1	2	O=C1OCCC1Sc1nnc(-c2ccccc2Br)n1Cc1ccccc1 (stereo not given)
-18	-13	-4	-12	7	5	11	3	-20	COc1ccc(C2C(C#N)=C(N)OC(C(C)(C)C)=C2C#N)cc1OC (stereo not given)
-9	-11	4	-16	-9	-1	-7	0	-14[20 µM]	O=C(O)Cn1nc(-c2ccccc2)oc1=O
3	3	-12	2	3	-2	0	3	-11	CCc1nc2sc(C(=O)O)c(N)c2c2c1CCCC2
-1	-6	-2	3	-8	-10	-2	1	-13[20 µM]	CCCCCCCc1nc2c(=O)n(C)c3ccccc3c2o1
-7	-9	-9	-109	-3	-2	-3	7	-15	COc1ccc2oc(=O)cc(C)c2c1
0	-96	2	10	-227	3	0	7	-14	Cc1nc(NC(=O)C23CC4CC(CC(C4)C2)C3)sc1Cc1ccc2c(c1)OCO2
-49	-6	5	19	-12	3	-5	2	3	Cc1nnc(N/N=C/c2c[nH]c3ccccc23)[nH]c1=O
2	-2	-1	22	3	0	0	3	-23	O=C(c1ccc2c(c1)OCCO2)N(c1ccccn1)C1CCCCC1
-13	-11	-8	-17	-14	2	2	3	-17	CNC(=S)NNC(=O)c1cccs1
-4	-6	2	-3	-11	0	2	4	-13	Cc1cccc(NC(=O)C(Cc2ccccc2)n2cccc2)c1 (stereo not given)
3	-10	-5	-6	-3	1	2	7	-4	COC(=O)CSC(C(=O)Nc1ccc(C)c(C)c1)c1ccccc1 (stereo not given)
-9	-17	-10	1	-4	2	-4	1	-12	CC(=O)N(c1ccccc1)c1nnc(-c2cnc(C)cn2)s1
18	-32	-2	30	19	3	2	6	-12	Cc1ccc(C(=O)NC(=S)Nc2nc(-c3cccc([N+](=O)[O-])c3)cs2)c(Cl)c1
-4	-11	2	15	-1	1	3	7	-11	Cc1ccc(COc2ccsc2C(=O)NNC(N)=S)cc1
-8	0	-7	12	7	1	1	5	-33	CC(=O)Nc1cc(-c2nn3c(C)nnc3s2)ccc1C
-6	-10	-7	-12	4	-3	-1	4	-6	COc1ccc(C)cc1NC(=O)c1cc2c(CO)cnc(C)c2oc1=N
6	-8	-12	20	-7	0	-1	-2	-23	COc1cccc(NC(=O)N2CCN(S(C)(=O)=O)CC2)c1
-9	9	-6	17	-37	-4	-4	0	-14[20 µM]	O=C1c2ccccc2C(=Nc2ccccc2)C1c1cccc(Br)c1 (stereo not given)
-3	-17	.	-76	-6	1	-4	.	-26	COC(=O)c1ccsc1NC(=O)c1ccc(Cl)s1
2	-18	1	-18	0	1	-5	8	-14[20 µM]	CCN(CC(=O)NCCc1ccc(S(N)(=O)=O)cc1)Cc1nc2cc(OC)c(OC)cc2c(=O)[nH]1
-12	2	-8	18	-2	-6	-8	2	-34	CCc1nnc(NC(=O)CSc2ncnc3c2oc2ccccc23)s1
-17	2	-6	-11	-9	25	4	2	-23	O=C(Nc1ccc(F)c([N+](=O)[O-])c1)C(=O)c1c(O)[nH]c2ccccc12
4	1	-12	2	-3	0	-1	-1	-19	OCCC1CN(Cc2cccc3c2OCO3)CCN1C1CCCCC1 (stereo not given)
-13	-17	9	17	3	-1	-4	8	-3	COc1ccc(NC(=O)CN(C)C2CCCCC2)cc1Cl
-3	-12	1	-39	-20	2	2	0	-18[20 µM]	Cc1cc(Cl)c(S(=O)(=O)Nc2ccc3c(c2)OCO3)cc1OCC(=O)NC1CCCCC1
-2	0	4	-3	3	2	2	1	-35	NC(=O)CCN1CCN(Cc2nc(C(c3ccccc3)c3ccccc3)no2)CC1
9	-16	-10	4	-39	-6	-30	12	4	O=C1NC(=NCc2ccccc2)S/C1=C/c1ccc(O)cc1
2	-1	-8	10	1	-3	-3	-1	-3[20 µM]	Cc1nn(-c2ccccc2)c(C)c1NC(=O)c1cccs1
-38	-4	-11	-2	2	2	0	5	-1	CC(=O)C1=C(O)C(=O)N(c2ccc(S(=O)(=O)Nc3nccs3)cc2)C1c1ccc(F)cc1 (stereo not given)
-10	-7	.	-10	-3	-1	3	.	-15	COC(=O)[C@@H]1C[C@@]2(O)[C@H](O)[C@H](O)[C@H](O)C[C@H]2N1Cc1cc(OC)cc(OC)c1
-4	-13	-2	-15	-4	6	6	0	-23[20 µM]	CCn1c(-c2ccc(-c3ccccc3)cc2)c[nH]c1=S
5	-26	0	0	-13	-1	-5	2	-31[20 µM]	Cc1ccc(NS(=O)(=O)c2ccc(CCC(=O)N3CCOCC3)cc2)cc1
3	0	2	11	.	-1	3	3	-27	O=C(c1cccc(S(=O)(=O)N2CCCC2)c1)N1CCCc2ccccc21
5	-6	-5	-2	6	1	-2	-4	-15	C/C(Cl)=C/Cn1c(SC(C)C)nc2c1c(=O)[nH]c(=O)n2C
-2	-6	-8	22	5	0	1	1	-14[20 µM]	O=c1ccc(-c2ccccc2)n[nH]1

# The list continues.
Tb hexokinase	EBV gp42 block	RBBP9 inhibitor	Calpain2 inh	p47phox inh	Runt-CBFb FRET	Runt-SMMHC FRET	p97 inhibitor	Furin inhibitor	compound
2	-2	-2	-30	-4	3	2	1	-18	CCn1c(=S)[nH]c2cc(C(=O)O)ccc21
-6	-10	-5	0	-5	-1	0	0	-26[20 µM]	O=C(OCCN1CCN(c2ncc(C(F)(F)F)cc2Cl)CC1)c1ccc(Cl)cc1
2	.	1	.	.	.	.	2	-11[20 µM]	CN(C)c1ccc(CNC23CC4CC(CC(C4)C2)C3)cc1
-7	-8	10	15	2	2	0	-1	-9	CC(OC(=O)c1ccc2ccccc2n1)C(=O)Nc1ccc(N2CCOCC2)cc1 (stereo not given)
-1	-17	7	3	7	4	-3	6	-14	Cc1ccc(CNC(=O)Nc2ccc(C)cc2)cc1
